From PubChem
Tb PFK inh: qHTS Assay to Find Inhibitors of T. brucei phosphofructokinase; 0.17% of 330,000 active; AID 485367, 2010; ATP-dependent 6-phosphofructokinase (Trypanosoma brucei brucei), O15648; T. brucei PFK, ADP-Glo luminescence; Potency, µM (top dose mostly 57.5 µM), for the others: at the highest dose activity, negative = inhibition, most hits filed as inhibitors;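 also: potency is read from the fitted curve at half-maximal effect; 0% = uninhibited 1x PFK enzyme wells and -100% = no-enzyme wells; nearly all actives have a fitted effect of over 60% in size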
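In TEA buffer at pH 8.0 with 5 mM MgCl2, enzyme (1.25 nM) converted F6P (0.5 mM) and ATP (0.1 mM) for 45 min at room temperature. ADP product was read by luciferase luminescence.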
A-T KAP1 phos: qHTS Assay for Identifying a Potential Treatment of Ataxia-Telangiectasia; 0.19% of 320,000 active; Potency, µM (titrated, usually from 57.5 µM), without a hit: at the top dose activation, actives largely listed as activators; […] A-T fibroblasts, KAP-1 phosphorylation AlphaLISA; neocarzinostatin DNA damage 30 min before lysis; also: potency is read from the fitted curve at half-maximal effect; % of control where 0% means no effect; nearly all actives have a fitted effect of over 45% in size
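ATM-like activity read as KAP-1 phosphorylation via AlphaLISA donor/acceptor antibody pairs after lysis and 6 hr at 25C. Cells were ATM-null patient fibroblasts ([…], hTERT), dosed 60 min, then exposed to the DSB inducer NCS for 30 min.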
Giardia killer: Small Molecules that selectively kill Giardia lamblia: qHTS | 0.15% of 340,000 active | Giardia lamblia trophozoite viability | activity change, % at 7.66 µM, hits read low; in the data active = activity change below about -80%; inconclusive = between about -30% and that limit;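 also: parasites exposed to compound for two days anaerobically before the ATP read; % is scaled to controls: 0 for no effect and ±100 for the full control effect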
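Each well holds 100 Giardia trophozoites and compound. After two days (48 hrs) at 37 deg C in anaerobic conditions, ATP is quantified by luminescence.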
FBPA coupling cs: qHTS Assay for Inhibitors of Fructose-1,6-bisphosphate Aldolase from Giardia Lamblia: Coupling assay counterscreen | coupling enzyme system counterscreen, AmpLite Red fluorescence | activity change, negative = inhibition, % at 58.2 µM, hits read low | 0.67% of 290,000 active; in the data active = activity change below about -30%; also: % is scaled to controls: 0 for no effect and ±100 for the full control effect
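First, compound is pin-transferred into glyceraldehyde-3-phosphate coupling-enzyme reagent at 57.5 uM final and held 10 min at RT. Next, substrate, coupling system and AmpLite Red are added. After 20 min RT, fluorescence (525/598 nm) is read.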
CXXC DNA block: qHTS Fluorescence Polarization Assay for Inhibitors of MLL CXXC domain - DNA interaction; Histone-lysine N-methyltransferase 2A (Homo sapiens), Q03164; Potency, µM (series often up to 115 µM), without a hit: top-dose activity change, negative = inhibition, hits mostly inhibitors; MLL-CXXC / FITC-HOXA9 DNA fluorescence polarization; AID 2662, 2010; 0.037% of 290,000 active; active = well fitted inhibition curve with a large enough effect in the polarisation, with a control signal flat, not every such curve was filed as active; inconclusive = small, poorly fitted or top-dose-only effect, or effect the other way, or a change in a side signal; inactive = no such curve, though single readings can be large or run the other way; the % refers to the polarisation; also: potency is read from the fitted curve at half-maximal effect
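Purified MLL-CXXC (added from a 7 uM solution) was preincubated 5 min at ambient with pinned compounds in 50 mM Tris-HCl pH 7.5, 50 mM NaCl, 1 mM DTT, 0.05% BSA. Fluorescein-labeled HOX-A9 DNA (50 nM solution) followed, 30 min, then polarization read.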
hERG WT inh: qHTS for Inhibitors of KCHN2 3.1: Wildtype qHTS; U2OS, BacMam KCNH2, thallium flux FluxOr; active compounds read low; activity change, % at 1.84 µM; 0.37% of 340,000 active; AID 720551, 2013;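 active = maximum activity change below -70%; inconclusive = maximum activity change between -70% and -50%; inactive = maximum activity change above -50%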; also: % is scaled to controls: 0 for no effect and ±100 for the full control effect
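U2OS cells transduced with wild-type KCNH2 virus are loaded with FluxOr dye for 45 min, and thallium flux is measured in kinetic reads before and after stimulation buffer. Rate constants are normalized to DMSO controls.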
BCR signal inh: qHTS Assay to Find Inhibitors of Chronic Active B-Cell Receptor Signaling; Potency, µM (doses to about 46.1 µM), for inactives: at the top dose ratio change, negative = lower green/red ratio, actives largely listed as inhibitors; AID 493014, 2011; 0.05% of 340,000 active; ABC-DLBCL IkBa-CBG/CBR reporter, luminescence ratio, 4 h; active = well fitted inhibition curve with a large enough effect in the signal ratio, with a control signal flat, not every such curve was filed as active; inconclusive = small, poorly fitted or top-dose-only effect, or effect the other way, or a change in a side signal; the % refers to the signal ratio;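 also: potency is read from the fitted curve at half-maximal effect; plate controls were basal doxycycline-induced cells for no effect and cells given 10 µM MG132 for full effect; MG132 reads +100%, hits lower the ratio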
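Doxycycline induced both beetle luciferases in TMD8 lymphoma cells; IKK-driven degradation limits the IkappaBalpha-fused green signal, while red luminescence normalises for cell number and nonspecific effects. Compounds tested up to 46 uM, 4 hrs.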
GALK inh: qHTS Assay for Inhibitors of Human Galactokinase (GALK); 0.007% of 270,000 active; Purified GALK, Kinase-Glo residual ATP luminescence; AID 1868, 2009; Potency, µM (doses to about 57.5 µM), inactives show at the highest dose activity change, negative = inhibition, hits mostly inhibitors; P51570; also: potency is read from the fitted curve at half-maximal effect; % is scaled to controls: 0 for no effect and ±100 for the full control effect
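ATP-depletion format; final 35 uM ATP, 100 uM D-galactose, 5 nM enzyme; pH 8.0 HEPES/Mg2+ buffer; 60 min RT; luminescence read 10 min after detection reagent.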
TSHR antagonist: Antagonists of the Thyroid Stimulating Hormone Receptor: HTS campaign. Thyrotropin receptor (Homo sapiens), P16473. TSHR-expressing cells, TSH-stimulated cAMP HTRF, 2 h; active compounds read low. activity change, negative = inhibition, % at 11.5 µM. 0.2% of 330,000 active;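 active = activity change below a set negative limit, meaning inhibition stronger than a set level, cut at about -70% in these data; inconclusive = activity change between two set negative limits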; also: % is scaled to controls: 0 for no effect and ±100 for the full control effect
Target sequence (P16473 whole entry, looked up): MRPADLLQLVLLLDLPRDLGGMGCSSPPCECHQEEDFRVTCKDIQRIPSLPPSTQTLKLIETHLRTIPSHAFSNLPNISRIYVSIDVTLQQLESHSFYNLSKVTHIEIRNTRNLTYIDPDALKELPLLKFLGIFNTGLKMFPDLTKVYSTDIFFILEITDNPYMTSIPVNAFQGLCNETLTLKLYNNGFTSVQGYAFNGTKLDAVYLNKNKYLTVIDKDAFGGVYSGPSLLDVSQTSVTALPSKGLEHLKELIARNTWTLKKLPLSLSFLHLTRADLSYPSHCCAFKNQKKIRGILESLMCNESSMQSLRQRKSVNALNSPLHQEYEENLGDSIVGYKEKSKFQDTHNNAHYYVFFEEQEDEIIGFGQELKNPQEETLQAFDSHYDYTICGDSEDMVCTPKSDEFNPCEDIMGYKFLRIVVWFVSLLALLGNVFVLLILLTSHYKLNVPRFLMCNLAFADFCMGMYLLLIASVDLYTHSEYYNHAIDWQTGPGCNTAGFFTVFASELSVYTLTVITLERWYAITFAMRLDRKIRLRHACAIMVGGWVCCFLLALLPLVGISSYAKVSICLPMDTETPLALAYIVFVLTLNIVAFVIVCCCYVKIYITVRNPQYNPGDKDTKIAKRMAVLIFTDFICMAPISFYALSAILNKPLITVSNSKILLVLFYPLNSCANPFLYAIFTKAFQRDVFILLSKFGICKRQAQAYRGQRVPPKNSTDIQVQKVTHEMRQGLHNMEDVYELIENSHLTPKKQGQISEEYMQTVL
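Freshly harvested TSHR cells receive pin-tooled compound, then EC80 TSH at 4nM final. After 2 hours at 37 deg C, antibody in lysis buffer and cAMP-d2 are added; 30 minutes at ambient temperature precede the HTRF read.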
TCR activator: Activators of T cell receptors: qHTS campaign; AID 504894, 2011; Potency, µM (titrated, usually from 9.22 µM), inactives show at the top dose activation of IL-2 secretion, most hits filed as activators; primary human leukocytes, anti-CD3, IL-2 HTRF, 48 h; 330,000 tested, under 10 active; also: % of control where 0% means no effect
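TCR engagement came from a-CD3 beads alone, with compounds added to primary human leukocytes for 48 hr. Secreted IL-2 bridged europium cryptate- and d2-labelled anti-IL-2 antibodies, giving FRET emission at 665nm after 320nm excitation.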
Active calls of the source: *; u = inconclusive; x = no result given; [ ] = dose if it differs, or a comment. Unless noted, calls follow the shape of the dose curve; as a rule, active = well fitted curve in the direction sought with a large enough effect; inconclusive = small, poorly fitted or top-dose-only effect, or another doubt; inactive = no such curve, though single readings can be large; an effect the other way counts as inactive or inconclusive.

SMILES | Tb PFK inh | A-T KAP1 phos | Giardia killer | FBPA coupling cs | CXXC DNA block | hERG WT inh | BCR signal inh | GALK inh | TSHR antagonist | TCR activator
O=C(CSc1ccc(Cl)cc1)N1CCN(c2c(Cl)cccc2[N+](=O)[O-])CC1 | -4%[0.46 µM] | -12% | 14 | 2 | -1% | 10 | u | -3% | -10 | 0%
NS(=O)(=O)c1ccc(CCNC(=O)Cc2ccc(Cl)cc2)cc1 | -4% | 1% | 3 | 0 | -4% | 1 | -2% | 2% | 12 | x
Cc1c(Cl)cnc(NC(=O)COC(=O)c2cc3c(s2)CCC(C)C3)c1Cl (configuration not stated) | 7% | 5% | -17 | 4 | 7% | x | -10% | 1% | -4 | 1%[46.1 µM]
CCCCNC(=O)c1ccc2c(=O)n(CCCOCC)c(=S)[nH]c2c1 | -2% | -8% | 25 | 1 | -4% | 4 | -2% | 0% | 11 | -1%
CCCn1c(SCC(=O)NCc2ccccc2)n[nH]c1=O | 0% | 5% | 1 | 0 | 3% | -2 | 13% | 1% | 6 | -3%
Cc1cc(N2CCCN(C)CC2)nc2cc(Cl)ccc12 | 0% | -4% | 20 | 1 | 6% | -16 | u | -1% | -7 | 19%
CCn1cc(C(=O)NCCCN2CCN(C)CC2)c(=O)c2cc(S(=O)(=O)N3CCc4ccccc4C3)ccc21 | 0% | -4% | 32[activator] | 1 | 0% | x | -22% | 1% | 17 | 7%
COc1ccc(-c2nc(CS(=O)CC(=O)NCc3ccc4c(c3)OCO4)c(C)o2)cc1OC (configuration not stated) | 1% | -13% | 4 | 1 | -1% | 9 | -13% | 2% | 3 | 0%
Cc1ccc(Cn2c(-c3nonc3N)nc3ccccc32)cc1 | 1% | 6% | 8 | -2 | -5% | -8 | u | -2% | 0 | -3%
Cc1ccc(C(=O)Nc2cc(Cl)ccc2N2CCCCC2)s1 | 4% | x | 26 | 0 | 9% | -4 | 14% | 2% | 1 | 18%
NC(=O)NC(=O)CSc1nc2sc(-c3ccccc3)cc2c(=O)n1-c1ccccc1 | 5% | 3% | 10 | 1 | 1% | 7 | -6% | 1% | -19 | -3%
O=C(NCCC1=CCCCC1)c1cc(COc2ccc(F)cc2Cl)on1 | 2% | 8% | 20 | x | 18% | 2 | 6% | -2% | -15 | -7%
Cc1ccc(NC(=O)c2ccc(S(=O)(=O)NCC3CCCO3)cc2)cc1C (configuration not stated) | -2% | 1% | 22 | 2 | -9% | -1 | 6% | 5% | 3 | 9%
O=C(N/C(=C/c1cccc([N+](=O)[O-])c1)C(=O)N1CCCC1)c1ccccc1 | -3% | -5% | -4 | 1 | 23% | 2 | 2% | -1% | 9 | -3%
CC1CCCCN1C(=O)c1ccc(C(=O)N2CCCCC2C)cc1 (configuration not stated) | 1% | 4% | -2 | 1 | 2% | x | 5% | 5% | -1 | x
Cc1nc(C)n(C(C)CNS(=O)(=O)c2ccc(C)c(C)c2)n1 (configuration not stated) | 1% | 2% | 39[activator] | 2 | 48% | 4 | u | -3% | 14 | 0%
O=C(COC(=O)/C=C/c1ccccc1Cl)NCc1ccco1 | -16% | -2% | 0 | 3 | 8% | -5 | -3% | 0% | -3 | 0%
O=C(COc1ccc(Cl)cc1Br)Nc1ccccc1N1CCCC1 | 2% | 7% | 13 | x | x | -30 | u | x | 5 | 6%
Cc1cc(OCC(=O)N2CCN(c3ccccn3)CC2)c(C)cc1Br | 5% | 16% | -4 | x | 0% | 3 | 1% | -9% | -7 | -9%
COc1ccc(-c2cc(C(=O)Nc3cccnc3Cl)no2)cc1 | 1% | -5% | -3 | -2 | 4% | 4 | -7% | 0% | -2 | -6%
CN(CC(=O)N1CCN(c2ccccn2)CC1)S(=O)(=O)c1ccc(Br)cc1 | 2% | -2% | -9 | 0 | -6% | 3 | u | -4% | 1 | 0%
N#CCC(=O)N/N=C/c1cn(Cc2ccc3ccccc3c2)c2ccccc12 | -14% | 2% | 21 | -2 | 4% | 23 | u | -5% | -12 | -2%
CCN(CC(=O)N1CCc2ccccc2C1)S(=O)(=O)c1ccc2ccccc2c1 | 0% | -7% | 15 | -1 | 1% | 11 | -4% | 1% | -9 | -3%
CCN(CC)CCNC(=O)/C(=C\c1cccn1C)NC(=O)c1cccs1 | -5% | -12% | 2 | -5 | 4% | 3 | -11% | 0% | 6 | 0%[46.1 µM]
COc1ncccc1-c1nnn(-c2ccc(C)cc2)n1 | 0% | 12% | -10 | 2 | -9% | -6 | u | 2% | -2 | 0%
CCOc1ccc(N2CC(C(=O)Nc3nnc(CC)s3)CC2=O)cc1 (configuration not stated) | -11% | 11% | -4 | 3 | 2% | 0 | 0% | 6% | 12 | -8%
Cc1cc(NC(=S)N(CCN2CCCCC2)Cc2ccco2)ccc1Cl | 3% | 9% | -8 | -5 | 10% | 13 | u | 0% | -12 | 3%
CCOc1ccc(C(=O)NCC(=O)OCC(=O)N2CCCCC2)cc1 | 0% | -1% | 0 | 1 | 3% | -2 | u | 1% | -3 | 6%
Cc1ccc(CSc2nnc([C@@H]3CCCN3)o2)cc1 | 0% | 4% | -21 | -1 | 3% | -7 | 1% | -1% | 6 | -1%
CN(C)C(=S)c1ccc2ccccc2n1 | 1% | -1% | 11 | -1 | -11% | -12 | -1% | 1% | 0 | -6%
COc1cccc(-c2nnc(SCC(=O)OC(C)C)n2N)c1 | 0% | 16% | 8 | 1 | 0% | 2 | 1% | 8% | 7 | -7%
Cn1ccnc1SCC(=O)Nc1cccc([N+](=O)[O-])c1 | -8% | -5% | -20 | 1 | 25% | 5 | u | -4% | 12 | 8%
CCC(=O)n1nc(-c2ccco2)nc1N | -3% | -8% | 1 | 1 | 31%[activator] | 7 | 6% | -1% | 25 | -1%
O=C1[C@@H]2[C@@H]3C[C@@H]([C@H]4ON=C(c5ccc(OCc6ccccc6)cc5)[C@@H]34)[C@@H]2C(=O)N1c1ccc2c(c1)OCO2 | 4% | -1% | 20 | -3 | 1% | 9 | -20% | 0% | -4 | 7%[46.1 µM]
Cc1nc(Cl)sc1C(=O)Nc1ccc(C(F)(F)F)cc1 | 4% | -14% | -22 | 0 | 3% | -1 | u | -8% | -20 | 4%
O=C(O)CCN=Cc1c(O)c2ccccc2oc1=O | -6% | 10% | -14 | 2 | -6% | -7 | u | 8% | 0 | -2%
COc1ccc(NC(=O)c2ccc(-n3c(C)ccc3C)cc2)c(OC)c1 | 3% | -2% | 12 | 1 | 8% | -2 | u | 9% | 3 | 1%
CCOc1ccc(OCCCC(=O)N2CCN(S(=O)(=O)c3ccc(Cl)cc3)CC2)cc1 | -3% | 3% | -4 | x | x | 7 | 0% | x | -3 | -5%
O=S(=O)(Nc1ccc(-c2csc(-c3ccccc3)n2)cc1)c1ccccc1 | -1% | 9% | -18 | 0 | 7% | -5 | 12% | x | 6 | 2%[46.1 µM]
CC1(C)CC(=O)C2=C(C1)N=C1SCCC(=O)N1C2c1ccc(C(F)(F)F)cc1 (configuration not stated) | 0% | 5% | 14 | 1 | -4% | 29 | -2% | 0% | 7 | x
COc1cc(C2C(C#N)=C(N)N(N(C)C)C3=C2C(=O)CCC3)ccc1O (configuration not stated) | 0% | 11% | 41[activator] | -2 | -1% | 8 | 8% | 2% | 7 | 2%
CC(C)(C)CC(=O)Nc1cc2c3c(c1)CCN3C(=O)CC2 | -2% | 4% | u | 0 | 4% | x | 4% | 7% | 24 | 8%
COc1ccc(CN2CCNC(=O)C2CC(=O)NCC2CCOCC2)c(C)c1C (configuration not stated) | -13% | 7% | -16 | -5 | -2% | -7 | -1% | -4% | 5 | 6%
CCCC(=O)c1cc(F)c(N2CCN(S(=O)(=O)c3ccccc3)CC2)cc1C | -1% | 15% | 5 | 1 | 8% | -6 | u | 1% | -22 | 1%
C[N+](C)(C)CC(=O)N1CCN(c2ccc3ccccc3n2)CC1 | 0% | -2% | 3 | 1 | -5% | 6 | u | 2% | 3 | 4%
COc1ccc2oc(C(=O)OCC(=O)N(C)Cc3ccccc3)c(C)c2c1 | -5% | -1% | 4 | x | x | 1 | 3% | x | -12 | 7%
